HEK293 tox: cytotoxic in the GLP-1 receptor inverse agonist counter-screen. HEK293 cAMP-luciferase reporter cells, luminescence, 24 h. Potency, µM (titrated, usually from 38.3 µM), inactives show top-dose activity change, negative = inhibition, most hits filed as inhibitors. 410,000 tested, 0.13% active;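 further: loss of luciferase light is scored as toxicity; potency means the concentration at half of the fitted maximal effect; on the % scale 0 is the no-effect control and ±100 the full control effect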
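Here, cytotoxicity is scored as loss of luminescence. The MLSMR collection was tested on cells seeded in medium containing 10% Nu serum, with a 24 hr compound exposure preceded by 12 hours of culture.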
aSyn yeast inh: alpha-synuclein toxicity inhibition in yeast; Yeast expressing alpha-synuclein, growth rescue, BacTiter-Glo, 24 h; Potency, µM (top dose mostly 46.1 µM), without a hit: at the highest dose growth rescue (activation), hits mostly activators; 370,000 tested, 0.14% active; further: potency means the concentration at half of the fitted maximal effect; % of control where 0% means no effect; nearly all actives have a fitted effect of over 65% in size
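Rescue of yeast growth: cells expressing toxic alpha-synuclein, induced in galactose at OD600 0.02, incubated with compound 24 h at 30 C. ATP luminescence quantified growth; inhibitors of toxicity appear as activators.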
GLP-1R inv ag: acts as inverse agonist at human GLP-1 receptor | P43220 | HEK293 GLP-1R CRE-luciferase, luminescence, 24 h; GLP-1R form is constitutively active | Potency, µM (series often up to 38.3 µM), for the others: at the top dose activity change, negative = inhibition, usual class: inhibitors | 410,000 tested, 1.6% active | AID 624417; further: potency means the concentration at half of the fitted maximal effect; on the % scale 0 is the no-effect control and ±100 the full control effect; nearly all actives have a fitted effect of over 55% in size
Target sequence (P43220 whole entry, looked up): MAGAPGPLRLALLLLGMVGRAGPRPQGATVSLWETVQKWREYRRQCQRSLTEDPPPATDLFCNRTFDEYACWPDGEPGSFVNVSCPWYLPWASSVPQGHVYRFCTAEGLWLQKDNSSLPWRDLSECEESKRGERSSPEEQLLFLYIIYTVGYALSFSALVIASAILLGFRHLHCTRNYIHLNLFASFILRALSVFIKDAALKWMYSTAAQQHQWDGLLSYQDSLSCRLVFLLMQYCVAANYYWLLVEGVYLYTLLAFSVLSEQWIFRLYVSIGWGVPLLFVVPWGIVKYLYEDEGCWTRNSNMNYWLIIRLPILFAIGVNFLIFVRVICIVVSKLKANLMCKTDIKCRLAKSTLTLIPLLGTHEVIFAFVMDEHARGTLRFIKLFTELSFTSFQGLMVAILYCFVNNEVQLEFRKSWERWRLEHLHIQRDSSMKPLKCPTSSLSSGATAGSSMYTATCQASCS
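Stable HEK293 clone (constitutively active GLP-1R + cAMP-response luciferase); 200 cells/uL plated, 12 h pre-culture, compound 24 hr, 37 deg C/5% CO2; detection reagent 12 min RT; luminescence.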
TDP-43 yeast inh: inhibitors of TDP-43 toxicity in yeast; TDP-43 expressing yeast growth rescue, BacTiter-Glo, 24 h; Potency, µM (titrated, usually from 46.1 µM), inactives show at the highest dose growth rescue (activation), actives largely listed as activators; 410,000 tested, 1.8% active; AID 652104; further: potency means the concentration at half of the fitted maximal effect; % of control where 0% means no effect; nearly all actives have a fitted effect of over 50% in size
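Luminescence from BacTiter-Glo reports growth of TDP-43-expressing yeast after 24 hr at 30 deg C with compound. Cells were raffinose-pregrown to mid-log, then seeded in galactose medium at OD600=0.02.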
Akt phos inh: inhibitors of Akt phosphorylation; Neuro2A IGF-stimulated pAkt S473 HTRF, 20 min; hits give low values; activity change, % for hits at 50 µM; 360,000 tested, 0.32% active; AID 651550; in the data active means activity change below about -80%; inconclusive means mostly about -51% to -80%; further: on the % scale 0 is the no-effect control and ±100 the full control effect
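Single-point screen (50 µM final compound) in Neuro2A cells stimulated 20 min with 6 nM IGF at 37 deg C. After lysis, Ser473-phosphorylated Akt read by HTRF (ex 330 nm, em 615/665 nm) as the 665/615 ratio.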
Abeta yeast res: A-beta toxicity reversal in yeast | Potency, µM (top dose mostly 46.1 µM), for the others: at the highest dose growth rescue, hits mostly activators | 410,000 tested, 0.063% active | yeast expressing A-beta42, growth rescue, OD600, 48 h; response scale: 0% DMSO, 100% iron-clioquinol control; further: potency means the concentration at half of the fitted maximal effect; nearly all actives have a fitted effect of over 55% in size
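Yeast A-beta toxicity model in growth medium with pinned compounds, 48 h at 30 C; growth read as absorbance at 600 nm. Normalized to FeCl3/clioquinol equimolar mix (positive) and DMSO (negative).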
MmCpn inh: M. maripaludis TRiC chaperonin inhibition; purified Mm-Cpn ATPase, ADP Transcreener TR-FRET; Potency, µM (highest dose often 76.9 µM), without a hit: top-dose activity, negative = inhibition, most hits filed as inhibitors; 330,000 tested, 0.031% active; further: potency means the concentration at half of the fitted maximal effect; on the % scale 0 is the no-effect control and ±100 the full control effect; nearly all actives have a fitted effect of over 80% in size
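Compound-treated chaperonin, 25 nM final, turns over 10 uM ATP at 37°C for 30 min following a 10 min preincubation; ADP generated competes with ADP-d2 for Eu-cryptate antibody, lowering FRET.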
FUS suppressor: FUS proteinopathy suppression in yeast | S. cerevisiae FUS-expressing, growth rescue, OD600, 24 h | Potency, µM (doses to about 76.6 µM), for the others: at the highest dose growth rescue (activation), hits mostly activators | 390,000 tested, 0.24% active | AID 1347120;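 further: potency means the concentration at half of the fitted maximal effect; plate controls were DMSO vehicle for no effect and reference control for full effect; nearly all actives have a fitted effect of over 55% in size; some results filed as inactive show a strong effect at the top dose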
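Read-out: OD at 600 nm after 24hr at 30C, reporting rescue of FUS-induced yeast toxicity. Cells at OD 0.005 in galactose (2%) minimal medium; compounds tested in a dilution series; CP55940 titration from 92uM final as control.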
PTHR1 agonist: agonists of human PTHR1 parathyroid hormone receptor | Q03431 | HEK293 GP2 PTHR1 cells, GloSensor cAMP luminescence, 1 h | Potency, µM (highest dose often 115 µM), inactives show at the top dose activation, usual class: activators | 410,000 tested, 0.075% active | AID 743266; further: potency means the concentration at half of the fitted maximal effect; nearly all actives have a fitted effect of over 55% in size; some results filed as inactive show a strong effect at the top dose; inactives centre near -15; many of its hits are not listed in these tables
Target sequence (Q03431 whole entry, looked up): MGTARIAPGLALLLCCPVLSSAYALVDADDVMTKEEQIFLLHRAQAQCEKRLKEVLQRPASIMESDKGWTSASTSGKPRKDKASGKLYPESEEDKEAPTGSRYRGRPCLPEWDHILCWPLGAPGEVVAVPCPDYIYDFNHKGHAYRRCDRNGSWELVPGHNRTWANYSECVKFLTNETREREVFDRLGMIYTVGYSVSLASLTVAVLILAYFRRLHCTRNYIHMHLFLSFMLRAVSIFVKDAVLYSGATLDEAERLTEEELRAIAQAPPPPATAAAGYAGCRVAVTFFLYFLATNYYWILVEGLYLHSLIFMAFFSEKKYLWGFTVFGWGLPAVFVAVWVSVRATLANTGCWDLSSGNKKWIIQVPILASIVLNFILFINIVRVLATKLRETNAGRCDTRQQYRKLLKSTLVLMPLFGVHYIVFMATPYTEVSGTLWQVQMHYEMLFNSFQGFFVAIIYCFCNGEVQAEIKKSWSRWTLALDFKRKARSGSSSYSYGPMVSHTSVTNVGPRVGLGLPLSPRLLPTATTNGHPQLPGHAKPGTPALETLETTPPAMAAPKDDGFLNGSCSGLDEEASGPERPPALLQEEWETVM
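HEK-293-derived GP2 cells expressing PTHR1 and a GloSensor cAMP reporter, 3,000/well, plated overnight, given luciferin plus IBMX (each 0.5 mM as added) for 1 h at 37 °C, then compound for 1 h at 37 °C. Luminescence was read after 15 min at room temperature.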
* = called active by the depositor; i = inactive; ? = inconclusive; . = no result given; & = joins results of further samples; [ ] = dose if it differs, or a comment. Unless noted, the call rests on the fitted dose curve; in most records, active means well fitted curve in the direction sought with a large enough effect; inconclusive means small, poorly fitted or top-dose-only effect, or another doubt; inactive means no such curve, though single readings can be large; an effect the other way counts as inactive or inconclusive. This is a subset; the hit share may differ from the screen's.

cpd | compound | HEK293 tox | aSyn yeast inh | GLP-1R inv ag | TDP-43 yeast inh | Akt phos inh
1 | COc1cc(NC(=O)COC(=O)CC(C)(C)C)c(C)cc1[N+](=O)[O-] | -9% | 5% | -25% | 28% | i
2 | CC(C)NC(=O)/C(=C/c1ccco1)c1ccccc1 | 8% | 1% | -2% | 3% | i
3 | Cc1ccc2c(CSc3nnc(C4CC4)n3N)cc(=O)oc2c1 | 10% | -10% | 11% | -17% | i
4 | COc1ccc(S(=O)(=O)Nc2ccc(Cc3ccncc3)cc2)cc1OC | -8% | 2% | 19% | -7% | i
5 | CCOC(=O)C1CCCN(C(=O)c2cn(C)c3ccc(S(=O)(=O)N(C)C)cc3c2=O)C1 (stereo unspecified) | 15% | 9% | 2% | 20% | i
6 | Cc1ccc(C)c(N(C(=O)CNC(=O)c2ccco2)C(C(=O)NC2CCCCC2)c2ccncc2)c1 (stereo unspecified) | -10% | 2% | 10% | -12% | i
7 | CCN1CCc2c(sc(NC(=O)Nc3ccc(Cl)c(Cl)c3)c2C(N)=O)C1 | 156%[activator] | 8% | ? | 6% | i
8 | Cc1cc(C)n(CC2CC(=O)N(c3ccc(F)c(Cl)c3)C2=O)n1 (stereo unspecified) | 3% | -2% | 2% | -9% | i
9 | COc1ccccc1OCc1ccc(C(=O)N2CCCCC2)o1 | -8% | 1% | -3% | 9% | i
10 | CCC1CCCCN1CCCCOc1cccc(Cl)c1 (stereo unspecified) | 11% | 5% | -32% | -14% | i

cpd | Abeta yeast res | MmCpn inh | FUS suppressor | PTHR1 agonist
1 | 0% | 0% | . | i
2 | 1% | -1% | -7% | i
3 | 20% | -2% | 3% | i
4 | -8% | 0% | 3% | -29%
5 | -10% | 0% | -4% | -2%
6 | -11% | 0% | -9% | -25%
7 | -22% | -6% | 12% | -17%
8 | 23% | ? | 8% | -8%[57.5 µM]
9 | -3% | -2% | 6% | i
10 | -4% | -1% | -24% | -1%

Part of the list above, in transposed form.
1	COc1cc(NC(=O)COC(=O)CC(C)(C)C)c(C)cc1[N+](=O)[O-]
2	CC(C)NC(=O)/C(=C/c1ccco1)c1ccccc1
3	Cc1ccc2c(CSc3nnc(C4CC4)n3N)cc(=O)oc2c1
4	COc1ccc(S(=O)(=O)Nc2ccc(Cc3ccncc3)cc2)cc1OC
5	CCOC(=O)C1CCCN(C(=O)c2cn(C)c3ccc(S(=O)(=O)N(C)C)cc3c2=O)C1 (stereo unspecified)
6	Cc1ccc(C)c(N(C(=O)CNC(=O)c2ccco2)C(C(=O)NC2CCCCC2)c2ccncc2)c1 (stereo unspecified)
7	CCN1CCc2c(sc(NC(=O)Nc3ccc(Cl)c(Cl)c3)c2C(N)=O)C1
compound no.,1,2,3,4,5,6,7
HEK293 tox,-9%,8%,10%,-8%,15%,-10%,156%[activator]
aSyn yeast inh,5%,1%,-10%,2%,9%,2%,8%
GLP-1R inv ag,-25%,-2%,11%,19%,2%,10%,?
TDP-43 yeast inh,28%,3%,-17%,-7%,20%,-12%,6%
Akt phos inh,i,i,i,i,i,i,i
Abeta yeast res,0%,1%,20%,-8%,-10%,-11%,-22%
MmCpn inh,0%,-1%,-2%,0%,0%,0%,-6%
FUS suppressor,.,-7%,3%,3%,-4%,-9%,12%
PTHR1 agonist,i,i,i,-29%,-2%,-25%,-17%

Later entries.
cpd | compound | HEK293 tox | aSyn yeast inh | GLP-1R inv ag | TDP-43 yeast inh | Akt phos inh
11 | CC1(C)CC(=O)C2=C(C1)NC(=O)CC2c1ccc(F)cc1 (stereo unspecified) | 12% | 6% | ? | 18% | i
12 | CN(Cc1ccccc1)C(=O)c1csc([C@@H]2C[C@H](O)[C@@H](CO)O2)n1 | -8% | 1% | 6% | 7% | i
13 | Cc1nc(N=C(N)N)nc2c(C)cccc12 | ? | 0% | ? | 9% | i
14 | Cc1ccc(C(=O)NN(CCC(=O)NC(C)(C)C)C2=NS(=O)(=O)c3ccccc32)cc1 | -18% | 4% | -30% | 6% | i
15 | O=C(C[n+]1cccc(CNC(=O)c2ccc(OC(F)F)cc2)c1)Nc1cccc(C(F)(F)F)c1 | -9% | -3% | 1% | -15% | i
16 | Cc1nn(CC(=O)Nc2ccc3c(c2)OCCO3)c(C)c1[N+](=O)[O-] | 10% | 3% | -22% | 6.3µM* | i
17 | CCOC(=O)CCc1c(C)nc2c(c(C)nn2-c2ccccc2)c1C | -10% | 0% | -13% | 3% | i
18 | COc1ccc(N/N=C(\C#N)C(=N)N2CCCCC2)cc1 | ? | 0% | ? | 6% | i
19 | CC1=NN(C(N)=S)C(=O)C1N=Nc1ccccc1Cl (stereo unspecified) | 3% | -7% | ? | ? | i
20 | COC(=O)C1=CN(Cc2ccc(OC)c(OC)c2)C=C(C(=O)OC)C1c1ccc(O)cc1 | 30% | -5% | 96%[activator] | -19% | i

cpd | Abeta yeast res | MmCpn inh | FUS suppressor | PTHR1 agonist
11 | 1% | 1% | -15% | -52%[inhibitor]
12 | -19% | . | -17% | -13%
13 | -20% | 3% | -12% | i
14 | 19% | -1% | ? | -23%
15 | 12% | 2% | 23% | i
16 | -7% | 0% | 0% | i
17 | -4% | -7% | 2% | i
18 | 10% | 5% | 4% | -23%
19 | ? | 0% | -17% | -43%
20 | 0% | 1% | 42% | -13%

Continuation.
cpd | compound | HEK293 tox | aSyn yeast inh | GLP-1R inv ag | TDP-43 yeast inh | Akt phos inh
21 | CCc1ccc(-n2cccc2/C=C2/C(=N)N3C(=NC2=O)SN=C3S(C)(=O)=O)cc1 | ? | -2% | -22% | 17% | i
22 | O=[N+]([O-])c1ccccc1S(=O)(=O)Oc1ccc(/C=N/n2cnnc2)cc1 | -26% | -11% | 32% | 16% | i
23 | O=C(NCc1ccccn1)c1c(O)c2cccc3c2n(c1=O)CC3 | 6% | 13% | -31% | -35%[inhibitor] | i
24 | Cc1ccc(F)cc1NC(=O)COC(=O)C1CC2CCCC(C1)C2=O (stereo unspecified) | 1% | -1% | 1% | 2% | i
25 | CCOC(=O)Cn1c(=NC(=O)C(C)C)sc2c(C)cc(C)cc21 | 3% | 7% | -18% | 17% | i
26 | CC(/C=N/N1CCN(c2ccccc2)CC1)=C\c1ccccc1 | 4% | -3% | 0% | -14% | i
27 | CCOc1cc(CN2CCSCC2)ccc1O | 9% | -6% | 3% | 8% | i
28 | COc1cc(/C=C/C(=O)NC(=O)c2ccccc2O)ccc1OC(C)=O | 0% | 2% | 25% | 0% | i
29 | CC(=O)c1ccc(OCc2cc(C(=O)N3CCC[C@H]3CO)no2)cc1 | -1% | -1% | 4% | 7% | i
30 | Cc1cccc(C(C)C)c1NC(=O)C(C)OC(=O)Cc1n[nH]c(=O)c2ccccc12 (stereo unspecified) | 9% | -7% | -4% | 22% | i

cpd | Abeta yeast res | MmCpn inh | FUS suppressor | PTHR1 agonist
21 | -15% | 1% | 15% | -1%
22 | -6% | 1% | 10% | i
23 | 11% | ? | -22% | -13%[57.5 µM]
24 | 0% | . | -23% | i
25 | -8% | 2% | 7% | i
26 | -7% | 0% | 8% | i
27 | -16% | 1% | 18% | -16%[57.5 µM]
28 | -5% | -1% | -9% | -49%[inhibitor]
29 | 0% | -3% | 14% | -25%
30 | 11% | -1% | 1% | i

The list continues.
cpd | compound | HEK293 tox | aSyn yeast inh | GLP-1R inv ag | TDP-43 yeast inh | Akt phos inh
31 | O=C(CCN1C(=O)c2cccnc2C1=O)NC1CCCCCC1 | -9% | -2% | 7% | 14% | i
32 | CN1CCN(S(=O)(=O)c2ccc(N3CCc4ccccc4C3)nc2)CC1 | -11% | 6% | ? | -9% | i
33 | COc1cc(OC)c(NC(=O)Cn2c(=O)c(C(F)(F)F)nc3ccccc32)cc1Cl | -9% | . | 14% | 17% | .
34 | C#CCOc1c(Cl)cc(/C=C2/C(=O)ON=C2C)cc1OC | 1% | -9% | -2% | 16µM* | i
35 | O=C(CNc1cccc2ccccc12)N/N=C/c1ccc([N+](=O)[O-])cc1 | -6% | 0% | 7% | -2%[0.397 µM] | i
36 | COc1cc(C(=O)OCCCN2CCCN(CCCOC(=O)c3cc(OC)c(OC)c(OC)c3)CC2)cc(OC)c1OC | -7% | 3%&1% | -24% | 8% | i
37 | CC(=O)Oc1ccc2c(c1)C(=O)CCCCCC(=O)O2 | -1% | -1% | 8% | 1% | i
38 | COc1cc(C(=O)NC2CCN(C)CC2)ccc1Nc1ncc2c(n1)N(C1CCCCC1)CCC(=O)N2C | ? | -4% | ? | 20% | i
39 | Oc1ccccc1N1CCN(c2nc(-c3cccs3)nc3ccccc23)CC1 | -14% | 10% | ? | ? | i
40 | CC(C)NC(=S)Nc1ccc(S(=O)(=O)Nc2ncccn2)cc1 | 11%[1.53 µM] | 2% | 4% | -11% | i

cpd | Abeta yeast res | MmCpn inh | FUS suppressor | PTHR1 agonist
31 | -23% | 2% | 10% | -16%
32 | -12% | -1% | 15% | -7%
33 | -8% | . | 7% | i
34 | 11% | 0% | 28% | -35%
35 | 7% | 1% | -7% | -24%
36 | 6% | . | -6% | -12%
37 | -4% | . | -14% | 5%
38 | -15% | . | -17% | -4%
39 | 30% | 1% | 41% | i
40 | -6% | 0% | 17% | 41%

Screens as filed in PubChem.
